FID counter: compounds displacing fluorescent DNA intercalator, primary screen, artefact control for HCV NS3 helicase inhibitor project, biochemical, FID fluorescence | DNA fluorescent intercalator displacement | inhibition, % at 7.9 µM | actives 0.17% (n = 290,000); in the data active = inhibition above about 37%;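 note: 0% = vehicle and 100% = reference compound; higher means more ethidium bromide displaced from hairpin DNA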
UBC9 SUMO inh: inhibitors of in vitro SUMOylation cascade, primary screen, biochemical, HTRF, uHTS; actives 0.36% (n = 290,000); SUMO-conjugating enzyme UBC9 (Homo sapiens), P63279; AID 2006, 2009; HTRF SUMOylation assay, SAE1/SAE2 + UBC9; inhibition, % at 35 µM; in the data active = inhibition above about 50%, passing the limit was not always enough; note: strong numbers were not always called active
Target sequence (P63279 whole entry, looked up): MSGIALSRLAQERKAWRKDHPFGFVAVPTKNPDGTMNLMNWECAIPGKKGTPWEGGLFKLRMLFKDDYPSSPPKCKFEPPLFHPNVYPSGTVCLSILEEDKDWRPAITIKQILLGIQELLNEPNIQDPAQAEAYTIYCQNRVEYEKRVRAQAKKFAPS
CRFBP-R2 agonist: agonists of CRF-BP/CRF-R2 complex, primary screen, cell-based, HEK293, calcium dye fluorescence, uHTS. CRF-binding protein / CRF receptor 2 complex (human). calcium dye fluorescence (FLIPR); percent of saturating CRF peptide response. activation, % at 13.2 µM. actives 0.46% (n = 350,000);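 active = activation of at least 50%, plus an integration ratio under a set limit after plate pattern correction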;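 note: plate controls were neutral control wells without compound for no effect and CRF at EC100 for full effect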
GalR3 antagonist: GalR3 antagonists in HEK293 cells, primary screen, cell-based, fluorescence readout. AID 651719, 2012. HEK293 GalR3-CNG cAMP membrane potential fluorescence; galR3 body fused to GalR1 C-terminus. inhibition, % at 3 µM. Galanin receptor type 3 (Homo sapiens), O60755. actives 0.44% (n = 360,000);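 active = inhibition above the screen-wide average plus 3 SD, cut at about 13% in these data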;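 note: forskolin and galanin both at EC90 stimulate the cells; cAMP rise reported by CNG channel membrane potential dye signal; 0% = forskolin plus galanin with DMSO and 100% = forskolin alone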
NS3 helicase inh: inhibitors of HCV NS3 helicase, primary screen, biochemical, Cy5 molecular beacon fluorescence. Hepatitis C virus NS3 helicase. NS3 helicase DNA unwinding. inhibition, % at 10.9 µM. actives 0.56% (n = 290,000). AID 1800, 2009;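 active = inhibition above the mean of all tested compounds plus 3 SD, set per campaign, cut at about 35% in these data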;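 note: 0% = DMSO wells and 100% = thioflavine S control wells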
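System: HCV NS3 helicase fragment; control set: DMSO and thioflavine S; technique: Cy5 fluorescence at 0 and 60 min, beacon hairpin quenching; reagent: beacon DNA duplex substrate plus ATP; replicates: singlicate; schedule: 1 h reaction at 25 °C, ATP-initiated; medium: MOPS buffer pH 6.5 with MgCl2, DTT, Tween20, BSA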
MEKK2wt PB1 HTS: modulators of MEK5 binding to wildtype MEKK2, primary screen, biochemical, multiplex bead flow cytometry, Alexa488-MEK5. Mitogen-activated protein kinase kinase kinase 2 (Homo sapiens), Q9Y2U5. Alexa488-MEK5 binding to MEKK2 WT; actives lie on both sides. binding response (% of control), % at 10 µM. actives 1.1% (n = 290,000); in the data active = binding response below about 67% or above about 130%
MEKK3 PB1 HTS: modulators of MEKK3-MEK5 PB1 binding, primary screen, biochemical, wildtype MEKK3, multiplex bead flow cytometry, Alexa488-MEK5. Mitogen-activated protein kinase kinase kinase 3 (Homo sapiens), Q99759. bead-based flow cytometry, Alexa488-MEK5 binding to MEKK3; actives lie on both sides; 0 = blocked by unlabeled MEK5, 100 = vehicle. binding response (% of control), % at 10 µM. actives 1.4% (n = 290,000). AID 1529, 2009;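 active = binding response more than 3 SD above or below the average of its plate-row segment, actives on both sides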;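 note: Alexa488 bead fluorescence after subtracting the streptavidin-only scavenger bead signal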
Target sequence (Q99759 whole entry, looked up): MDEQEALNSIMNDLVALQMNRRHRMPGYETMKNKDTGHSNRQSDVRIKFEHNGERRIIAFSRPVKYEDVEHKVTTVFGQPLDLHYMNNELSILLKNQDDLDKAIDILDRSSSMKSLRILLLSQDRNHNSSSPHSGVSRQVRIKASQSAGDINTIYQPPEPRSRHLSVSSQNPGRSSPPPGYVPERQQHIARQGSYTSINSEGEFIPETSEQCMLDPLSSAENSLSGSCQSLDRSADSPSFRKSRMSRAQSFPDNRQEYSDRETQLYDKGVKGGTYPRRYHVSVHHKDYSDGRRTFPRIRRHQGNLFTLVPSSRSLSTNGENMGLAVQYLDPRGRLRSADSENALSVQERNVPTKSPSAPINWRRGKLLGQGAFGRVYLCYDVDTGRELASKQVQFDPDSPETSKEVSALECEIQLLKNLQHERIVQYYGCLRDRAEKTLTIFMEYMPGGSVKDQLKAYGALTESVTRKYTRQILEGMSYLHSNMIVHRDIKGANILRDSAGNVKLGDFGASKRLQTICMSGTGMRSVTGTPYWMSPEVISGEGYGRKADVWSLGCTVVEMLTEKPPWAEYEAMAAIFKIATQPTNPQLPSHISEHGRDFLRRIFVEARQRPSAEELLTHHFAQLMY
CRFR2-BP antag: antagonists of CRF-BP/CRF-R2 complex, primary screen, cell-based, HEK293, calcium dye fluorescence, uHTS; actives 0.59% (n = 350,000); inhibition, % at 11.8 µM; CRF-induced calcium fluorescence;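 active = inhibition of the ligand-induced calcium signal above about 50% at the single tested concentration, limit read from the data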
MEKK2 mut-MEK5: MEK5 binding signal on mutant MEKK2 PB1, primary screen, biochemical, multiplex bead flow cytometry, Alexa488-MEK5 | percent response, % at 10 µM | actives 0.35% (n = 290,000) | Alexa488-MEK5 binding to MEKK2 mutant; in the data active = percent response above about 24%, passing the limit was not always enough; note: inactives centre near 1; some results filed as inactive read as strong as hits
* = called active by the depositor; · = not tested or not shown; [ ] = dose if it differs, or a comment. These rows are one share of the data; rates above refer to the full screens.

SMILES | FID counter | UBC9 SUMO inh | CRFBP-R2 agonist | GalR3 antagonist | NS3 helicase inh | MEKK2wt PB1 HTS | MEKK3 PB1 HTS | CRFR2-BP antag | MEKK2 mut-MEK5
CC(=O)N1c2ccc(S(=O)(=O)CCC(=O)O)cc2CC1C (stereo unspecified) | -1 | -17 | -1.6 | 0 | -20 | 105 | 105 | 13 | 12
O=C(O)c1ccc(N2C(=O)c3ccc(C(=O)c4cccc([N+](=O)[O-])c4)cc3C2=O)cc1 | -1 | 3 | -0.9 | -1 | 25 | 94 | 100 | 0 | -7
N[C@@H](Cc1ccccc1)C(=O)N1CCC(C(=O)NCC(=O)Nc2ccc(F)cc2)CC1 | 20 | 8 | 2.9 | -6 | 7 | 105 | 100 | 1 | 3
O=C(CSc1ncccn1)N1CCN(C(=O)CSc2ncccn2)CC1 | 0 | -8 | -1.1 | -8 | 2 | 94 | 95 | 7 | -1
CC(=O)Oc1ccc(C2C3=C(CC(C)(C)CC3=O)Nc3cc4c(cc32)OCCO4)cc1 (stereo unspecified) | -10 | 47 | -2.6 | -3 | 13 | 102 | 113 | 5 | 0
COc1ccc(C(=O)C2CCN(C(=O)c3ccc(OC)cc3)CC2)cc1 | -21 | 2 | -1.2 | -11 | -4 | 103 | 102 | 9 | 2
Cc1ccc(S(=O)(=O)N2CCCCC2)cc1NC(=O)c1ccc2c(c1)OCO2 | -14 | -3 | -1.6 | -5 | 11 | 107 | 111 | -13 | 27
O=C(CN(C(=O)CCC(=O)Nc1nccs1)c1ccc(F)cc1)NCc1ccco1 | -21 | 6 | 2.6 | 1 | 0 | 103 | 102 | -9 | 0
CCc1nc(N)c(C#N)c(-c2cccc3ccccc23)c1C | 2 | 12 | -3.3 | -2 | 8 | 99 | 93 | -3 | 4
O=C1NC(c2ccccc2)=CC(c2ccccc2)N1 (stereo unspecified) | -9 | 11 | -0.1 | -3 | 4 | 104 | 108 | 4 | 1
CCOc1ccc(NC(=O)CSc2nnc(NC(=O)C3CC3)s2)cc1 | -10 | 2 | -0.8 | 0 | -2 | 95 | 94 | -10 | 1
COc1ccc(NC(=O)c2ccc(F)cc2)cc1S(=O)(=O)Nc1cc(C)ccc1Br | -5 | -11 | 0.1 | -5 | -11 | 108 | 99 | -2 | -1
O=C(Nc1ccc(N2CCOCC2)c(Cl)c1)c1cc2ccccc2o1 | -17 | 10 | -1.9 | · | -9 | 93 | 96 | 14 | 10
Cc1ccc(S(=O)(=O)N2CCN(C(=O)CN3CCCCC3)C2)cc1 | -2 | 1 | -0.4 | -4 | -1 | 92 | 93 | -11 | -6
CCn1c(SCC(=O)Nc2ccc3c(c2)OCO3)nc2c(c1=O)SC(C)C2 (stereo unspecified) | -10 | 12 | -1.4 | -3 | 4 | 90 | 84 | 1 | -10
Cn1cc(C(=O)NC2C3CC4CC(C3)CC2C4)cn1 (stereo unspecified) | -4 | 13 | 2.4 | -1 | 2 | 100 | 100 | -1 | 0
Cc1nc(C)c(-c2csc(Nc3ccc(O)cc3C)n2)s1 | -14 | -2 | -2.1 | -11 | -10 | 98 | 101 | 16 | 0
O=C1C2CC=C(Cl)CC2C(=O)N1CN(Cc1ccco1)CN1C(=O)C2CC=C(Cl)CC2C1=O (stereo unspecified) | -6 | 17 | 21 | 2 | 9 | 106 | 110 | -11 | 1
Cc1cccc(NS(=O)(=O)c2ccc3c(c2)oc(=O)n3C)c1C | -5 | 12 | -0.8 | -5 | 8 | 112 | 105 | 8 | 6
COC(=O)C1=C(NC(=O)c2ccc(Br)cc2)CCS1 | -2 | 6 | -1.5 | 2 | 0 | 104 | 104 | -5 | 4
Cn1cnnc1SCC(=O)Nc1ccc(Oc2ccccc2)cc1 | -10 | 8 | -0.1 | -2 | -16 | 115 | 107 | -6 | 7
COc1cc(CCC(=O)OCC(=O)N(CCC#N)c2ccccc2)cc(OC)c1OC | -33 | 2 | 0.6 | -6 | -13 | 107 | 99 | -1 | 3
CCOC(=O)N1CCN(C(c2ccccc2)c2sc3nc(C)nn3c2O)CC1 (stereo unspecified) | -26 | -13 | -1.2 | -5 | 1 | 93 | 86 | 9 | -4
COc1cccc(N(CC(=O)Nc2cccc(F)c2)S(C)(=O)=O)c1 | -1 | 4 | 12 | -2 | -5 | 104 | 103 | 26 | 7
CCn1c(SCC(=O)Nc2ccc3c(c2)OCCO3)nnc1-c1cccnc1 | -13 | 3 | 2.1 | -6 | -3 | 99 | 104 | 35 | -7

New compounds follow:
SMILES | FID counter | UBC9 SUMO inh | CRFBP-R2 agonist | GalR3 antagonist | NS3 helicase inh | MEKK2wt PB1 HTS | MEKK3 PB1 HTS | CRFR2-BP antag | MEKK2 mut-MEK5
CCc1ccc(NC(=O)CN(c2ccc(OC)cc2)S(=O)(=O)c2c(C)[nH]c(=O)[nH]c2=O)cc1 | -50 | 10 | -0.3 | 10 | 2 | 102 | 100 | -2 | 3
O=C(CSc1nc(-c2ccccc2)c(-c2ccccc2)o1)N1CCOCC1 | -29 | -39 | -2.1 | -3 | -1 | 102 | 100 | 4 | 3
Cc1ccc(-c2ccc(OC(=O)c3ccc(=O)[nH]c3)c(C)c2)cc1 | -26 | 3 | 1.0 | -6 | -10 | 103 | 106 | -9 | 5
CC(C)C1N(c2ccccc2)C(N)=C(C#N)C1(C#N)C#N (stereo unspecified) | -3 | -1 | 0.8 | -5 | -1 | 104 | 100 | -3 | 3
CCC[C@@H]1C[C@@H](C(=O)N[C@@H](C2O[C@H](SC)[C@H](O)[C@@H](O)[C@H]2O)[C@H](C)Cl)N(C)C1 (stereo partly specified) | 13 | 8 | -0.6 | · | 2 | 54 | 50*[inhibitor] | 9 | 1
COc1ccc(N(CC(=O)NCc2cccnc2)S(=O)(=O)c2ccccc2[N+](=O)[O-])c(OC)c1 | 2 | 24 | -0.8 | 1 | 1 | 92 | 105 | 0 | -10
Cc1ccc(SCCN2CCN(CC(C)C)CCC2=O)cc1 | · | 7 | -0.9 | -9 | · | 94 | 95 | 2 | 4
CCCCN(C)CCNC(=O)c1ccc2c(c1)NC(=O)C(N1CCCCC1)S2 (stereo unspecified) | -1 | 16 | 1.1 | -3 | -6 | 110 | 109 | -21 | 19
CC(C)n1nnc2c(=O)oc3ccccc3c21 | -1 | 12 | -1.2 | -3 | 5 | 99 | 101 | 22 | 0
CS/C(=N\S(=O)(=O)c1cccs1)Nc1ccc(Cl)cc1 | -12 | 2 | -6.7 | -4 | -2 | 90 | 89 | 22 | 2
Cc1occc1-c1nnc(SCC(=O)Nc2ccccc2)n1Cc1ccccc1 | -33 | 22 | 0.5 | -1 | -13 | 100 | 99 | 3 | 2
Cc1ccc(SCC(=O)Nc2ccc3c(c2)C(=O)N(C)C3=O)cc1 | 0 | -8 | -0.7 | -2 | -4 | 94 | 95 | -10 | -9
NNC(=O)C1=NOC(CNc2ncc(C(F)(F)F)cc2Cl)C1 (stereo unspecified) | -10 | -10 | -1.1 | -5 | -5 | 102 | 101 | -8 | 6
COc1ccc(C(C(=O)NC2CCCC2)N(C(=O)c2ccoc2C)c2ccccc2)cc1 (stereo unspecified) | -32 | -4 | 0.4 | -4 | -3 | 108 | 137* | 1 | 0
NC(=O)c1ccc(Nc2ccc3c(c2)CCC3)c([N+](=O)[O-])c1 | -5 | -1 | -0.4 | -10 | 8 | 95 | 94 | 21 | 0
Cc1cccc(NC(=O)c2ccc(S(=O)(=O)N(C)C)cc2)n1 | 1 | 25 | -0.3 | -3 | 6 | 98 | 99 | 9 | 8
Cc1ccc(S(=O)(=O)N(C)c2ccc(C(=O)O)cc2)cc1 | -4 | 35 | 6.0 | -2 | -4 | 108 | 108 | -25 | 4
Cc1ccc(CC(=O)Nc2ccc(F)c([N+](=O)[O-])c2)cc1C | 18 | -4 | -0.2 | -3 | -7 | 100 | 101 | 4 | -1
Cc1nc(SCC(=O)Nc2ccc(F)cc2)c2oc3ccccc3c2n1 | 1 | 6 | 3.6 | -3 | 10 | 105 | 107 | -9 | 2
NC(=O)CC(NC(=O)Cc1ccc(Br)cc1)c1ccc(NC2CCCCCC2)c([N+](=O)[O-])c1 (stereo unspecified) | · | 33 | -0.3 | -4 | · | 91 | 103 | 5 | 3

Pulled by compound from the entries so far, 5 records:
SMILES | FID counter | UBC9 SUMO inh | CRFBP-R2 agonist | GalR3 antagonist | NS3 helicase inh | MEKK2wt PB1 HTS | MEKK3 PB1 HTS | CRFR2-BP antag | MEKK2 mut-MEK5
Cc1ccc(-c2ccc(OC(=O)c3ccc(=O)[nH]c3)c(C)c2)cc1 | -26 | 3 | 1.0 | -6 | -10 | 103 | 106 | -9 | 5
COc1ccc(C(C(=O)NC2CCCC2)N(C(=O)c2ccoc2C)c2ccccc2)cc1 (stereo unspecified) | -32 | -4 | 0.4 | -4 | -3 | 108 | 137* | 1 | 0
NC(=O)c1ccc(Nc2ccc3c(c2)CCC3)c([N+](=O)[O-])c1 | -5 | -1 | -0.4 | -10 | 8 | 95 | 94 | 21 | 0
CS/C(=N\S(=O)(=O)c1cccs1)Nc1ccc(Cl)cc1 | -12 | 2 | -6.7 | -4 | -2 | 90 | 89 | 22 | 2
Cc1ccc(SCC(=O)Nc2ccc3c(c2)C(=O)N(C)C3=O)cc1 | 0 | -8 | -0.7 | -2 | -4 | 94 | 95 | -10 | -9
